Assay outcomes as filed in PubChem BioAssay.
mHTT CaM bind: inhibitors of human mutant huntingtin-calmodulin interaction; 190,000 tested, 3.6% active; P42858; AID 1671202; inhibition, % at 15 µM; AlphaScreen His-mHTT/GST-CaM binding, luminescence;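 also: 0% = both proteins with DMSO and 100% = one protein alone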
Pf apPOL block: Pf-apPOL DNA polymerase inhibition | AID 1794808 | 210,000 tested, 0.25% active | Recombinant Pf-apPOL, molecular beacon fluorescence, 1.5 h | inhibition, % at 10 µM
Starred values were filed as active, the others as inactive; i = inactive; / = not tested or not shown; & = joins results of further samples. Rule as the data show it: active = inhibition above about 50%; inactive = the rest. Rows are unselected (roughly 3.7% active in at least one column).

SMILES	mHTT CaM bind	Pf apPOL block
CCN1CC(c2nc3ccccc3n2CCC2CCCCC2)CC1=O (configuration not stated)	5	-8
COc1ccccc1N1CCN(C(=O)c2ccncc2)CC1	-7	-3
COc1ccc(C(C)NC(=O)c2ccc(NC(C)=O)cc2N2CCCCC2)cc1 (configuration not stated)	29	0
Cc1c(F)cccc1NC(=O)c1ccc(Cl)cc1	-11	4
Cc1cccc(OCC(=O)O/N=C(\N)c2cccnc2)c1C	i	-2
Cc1cc(C)cc(C(=O)N2CCC(COc3ccc(C(=O)N4CCCC4)cc3)CC2)c1	22	2
CCCCCCCCNCCS(=O)(=O)NN1CCOCC1	-8	-2
Cc1oc(C2CCN(C(=O)c3cc(F)ccc3Cl)CC2)nc1C(=O)N1CCCC1	0	-4
Cn1nc(-c2nc(-c3ccccc3F)no2)c2c1CCN(C(=O)Cc1ccc(F)cc1)C2	3	-2
CC(=O)c1cccc(NC(=O)C2CC(=O)N(Cc3ccccc3)C2)c1 (configuration not stated)	-4	-6
NS(=O)(=O)c1ccc(CCNS(=O)(=O)c2ccc(Cl)cc2)cc1	-7	-6
COc1cccc(C2=N/C(=C/c3cc(Br)ccc3OC)C(=O)O2)c1	2	4
O=c1c(NCc2ccc(F)cc2)nc2ccncc2n1Cc1ccccc1	-1	-7
CC(=O)c1cccc(NC(=O)CS(=O)(=O)Cc2ccccc2)c1	-6	-8
C=C(C)Cn1c(Cc2ccc(OC)c(OC)c2)nc2ccccc21	-13	-14
O=C(NC1CC(O)C(CO)C1)c1ccc2[nH]ccc2c1 (configuration not stated)	8	2
Cc1cccc(N2CC(C(=O)NCc3ccccc3F)CC2=O)c1 (configuration not stated)	-2	-1
CC(C)CCNC(=O)c1c[nH]c2ccc(S(=O)(=O)N3CCc4ccccc43)cc2c1=O	11	-9
O=C(c1cn2ccnc(-c3ccccc3)c2n1)N1CCCC1	-2	8
COc1cc(NS(=O)(=O)c2cc(Br)cc3c2N(C(C)=O)C(C)C3)cc(OC)c1 (configuration not stated)	3	-4
O=[N+]([O-])c1cc(C(F)(F)F)ccc1Sc1ccccn1	16	14
O=C(Cn1cnc([N+](=O)[O-])n1)N1CCc2ccccc2C1	1&-4	3&-7
O=C(NC1CC1)c1cc2nc(-c3cccs3)cc(C(F)(F)Cl)n2n1	-3	-3
CCc1ccc2nc(N3CCC(C(=O)NCCN(C)C)CC3)sc2c1	-1	1
CCCN1CCC(=O)N([C@H](COc2ccccc2)CC(C)C)CC1	7	-3

A run of entries of the results above:
SMILES	mHTT CaM bind	Pf apPOL block
O=C(c1cn2ccnc(-c3ccccc3)c2n1)N1CCCC1	-2	8
COc1cc(NS(=O)(=O)c2cc(Br)cc3c2N(C(C)=O)C(C)C3)cc(OC)c1 (configuration not stated)	3	-4
O=[N+]([O-])c1cc(C(F)(F)F)ccc1Sc1ccccn1	16	14
O=C(Cn1cnc([N+](=O)[O-])n1)N1CCc2ccccc2C1	1&-4	3&-7
O=C(NC1CC1)c1cc2nc(-c3cccs3)cc(C(F)(F)Cl)n2n1	-3	-3
CCc1ccc2nc(N3CCC(C(=O)NCCN(C)C)CC3)sc2c1	-1	1
CCCN1CCC(=O)N([C@H](COc2ccccc2)CC(C)C)CC1	7	-3

Returning to the listing with the 5 entries that preceded the break.
SMILES	mHTT CaM bind	Pf apPOL block
O=[N+]([O-])c1cc(C(F)(F)F)ccc1Sc1ccccn1	16	14
O=C(Cn1cnc([N+](=O)[O-])n1)N1CCc2ccccc2C1	1&-4	3&-7
O=C(NC1CC1)c1cc2nc(-c3cccs3)cc(C(F)(F)Cl)n2n1	-3	-3
CCc1ccc2nc(N3CCC(C(=O)NCCN(C)C)CC3)sc2c1	-1	1
CCCN1CCC(=O)N([C@H](COc2ccccc2)CC(C)C)CC1	7	-3
CCCCOc1cccc(C2(C(=O)O)CCCC2)c1	-5	-3
COc1cc(C(CC(=O)N2CCOCC2)c2c(OC)cc(OC)c3c(-c4ccccc4)cc(=O)oc23)cc(OC)c1OC (configuration not stated)	47	-6
O=C(Nc1cccc(Br)c1)c1cc2ccccc2c(=O)o1	-2	-3
CN(C)/C(=C\C(=O)c1ccccc1)c1ccccc1	2	-7
C=CCOc1ccc(C2CC(=O)Nc3n[nH]c(-c4ccc(Cl)cc4)c32)cc1 (configuration not stated)	37	-4
CCn1nc(C)cc1-c1n[nH]c(=S)n1CCCOC	/	-2
S=c1[nH]c(=S)c2cnc(N3CCOCC3)nc2[nH]1	/	5
Cc1ccc(C)c(N2C(=O)C3C4C=CC(C4=C4CCCC4)C3C2=O)c1 (configuration not stated)	-2	-8
C=CCN1[C@@H](C)COc2cc(F)ccc2S1(=O)=O	0	-2
CC1CC(C)CN(C(=O)c2cc(-c3ccc4c(c3)OCO4)on2)C1 (configuration not stated)	-7	-4
COc1ccccc1NC(=O)c1ccc(S(=O)(=O)N2CCCCC2C)cc1 (configuration not stated)	-3	0
Cc1ccc(-c2cc(C(F)(F)C(F)F)[nH]n2)cc1	-13	-6
Cc1ccc(C(=O)N2CCCC3(C2)Nc2ccccc2NC3=NC2CCCC2)cn1 (configuration not stated)	26	-3
CC(C)COC(=O)Oc1cccc(Br)c1	-3	-6
O=C(c1cccs1)N1CCCCC1c1nc(-c2ccncc2)no1 (configuration not stated)	-7	-3
Cc1ccc(CN2[C@@H](c3ccccc3)COCCS2(=O)=O)cc1	-4	-3
Cc1ccc(C2=NN(S(=O)(=O)c3ccccc3)C(c3ccco3)C2)cc1 (configuration not stated)	3	-10
CCN(CC)C(=O)Cn1cc(C=O)c2ccccc21	-4	-6
COc1cccc(C(=O)Nc2ccc(NC(=O)c3ccco3)cc2)c1	-1	-6
CCCCN1CCN(C(=O)C2CCCN(c3nnc4ccc(C(F)(F)F)cn34)C2)CC1 (configuration not stated)	7	1
CC(=Cc1ccccc1)C=C1SC(=O)NC1=O	-9	-2
CC1CCN(C(=O)C2c3ccccc3CCN2CC(=O)NCc2ccccc2)CC1 (configuration not stated)	11	5
O=C(Nc1ccc(C2(C(=O)N3CCCCCC3)CCC2)cc1)C1CC1	5	-3
CC(C)CC(=O)Nc1ccc(N2CCN(C(=O)c3ccc4ccccc4c3)CC2)cc1	12	-2
NS(=O)(=O)c1ccc(NNC(=O)c2ccccc2C(=O)O)cc1	/	1

(continued)
SMILES	mHTT CaM bind	Pf apPOL block
CCC1CN(C(=O)Nc2cccc(Cl)c2)c2ccccc2O1 (configuration not stated)	-36	6
O=C(Nc1cccc(-c2ccn[nH]2)c1)c1ccc(F)c(F)c1	-10	-2
CC(C)NC(=O)CNc1ccccc1-c1nc2ccccc2[nH]c1=O	-1	-12
Cc1nnsc1C(=O)NCCN1CCN(S(C)(=O)=O)CC1	-14	-4
Nc1ncnc(Nc2ccccn2)c1[N+](=O)[O-]	-1	-5
O=C(C1CCC1)N1CCCC(c2ccnc(-c3ccc(F)cc3)n2)C1 (configuration not stated)	1	-4
COc1cc(-c2ccc(N3C(c4ccsc4)=Cc4ccccc4C3CC(C)=O)cc2)cc(OC)c1OC (configuration not stated)	-11	-6
Cc1ccc(Sc2c(C)nn(C(=O)C3CCCN3S(=O)(=O)c3ccc(F)cc3)c2C)cc1 (configuration not stated)	-6	-3
COc1ccc(S(=O)(=O)Nc2ccc(F)c(F)c2)cc1	-10	10
Cn1nc(CC(=O)NCCN2C(=O)CSC2=O)c2ccccc2c1=O	2	1
Cc1cccc(C2N3CC4([N+](=O)[O-])CN2CC([N+](=O)[O-])(C3)C4(C)C)c1 (configuration not stated)	-5	1
COc1ccc(NC(=O)c2cc(C)n3nccc3n2)c(C)c1	7	-6
Cn1nc(C(C)(C)C)cc1C(=O)ON=C(N)c1ccccc1	/	18
O=C(Nc1ccc(Cl)cc1)c1csc(-c2ccc(N3CCCC3)nc2)n1	-17	1
COc1ccc(NC(=O)N2CCc3c(c(CN(C(C)=O)c4ccccc4)nn3C)C2)cc1	-3	-3
CCN(CC)S(=O)(=O)c1ccc2oc(C(=O)NC(C)C)c(C)c2c1	0	4
Cc1ccc(NC(=O)c2ccc(NCC3CCCO3)c([N+](=O)[O-])c2)cc1 (configuration not stated)	3	-8
CN1CCCc2cc(C(=O)NCc3ccccc3Cl)sc21	7	2
COCCc1nc(C2CCCN(C(=O)COc3cccc(C)c3)C2)n[nH]1 (configuration not stated)	1	-1
COc1cc(NC(=O)C2CN(C(=O)c3ccncc3)CC23CCCCC3)cc(OC)c1 (configuration not stated)	88*	1
CC(C)C(O)(C#CCN1CCCCC1)C(C)C	-6	-2
Cc1nc(N2CCOCC2)nc(N2CCN(c3ccccc3)CC2)c1[N+](=O)[O-]	10	-10
Cc1oc(C(=O)O)cc1COc1cccc2cccnc12	74*	0
O=C(Nc1ccc(N2CCOCC2)cc1)c1cn2c(n1)COCC2	6	1
COCCN=C1Nc2ccccc2NC12CCCN(C(=O)c1cc(Cl)ccc1F)C2 (configuration not stated)	21	-3

(more compounds)
SMILES	mHTT CaM bind	Pf apPOL block
O=S(=O)(NC1CCCCCC1)c1ccc2nc(-c3ccccc3)[nH]c2c1	8	-13
CN1c2cc(F)ccc2C(=O)NC12CCN(C(=O)NCc1ccc(F)cc1)CC2	-10	-7
Cn1nc2c(c1NC(=O)c1cc3ccccc3o1)CCC2	-7	2
Cc1ccc(N2CCN(C(=O)c3cccc4[nH]cc(CN5CCCC5)c34)CC2)cc1	78*	-4
O=c1cc2ncc(-c3n[nH]c(-c4cnc5cc(=O)[nH]n5c4)c3[N+](=O)[O-])cn2[nH]1	13	/
CC1C(=O)N(c2ccc(F)c(Cl)c2)CCN1C(=O)c1ccccc1 (configuration not stated)	-10	0
CCc1ccc(NC(=O)CCNS(=O)(=O)c2ccc(Br)s2)cc1	-3	1
O=C(NN1CCOCC1)c1ccc(Br)cc1	-7	56*
O=C(NCC1(O)CCOCC1)c1ccccc1C(F)(F)F	-12	-8
CNC(=O)N1CCC(n2c(C)nc(C(=O)NCc3cccnc3)c2C)CC1	0	0
CCCC(=O)Nc1cc2nn(-c3ccc(Cl)cc3)nc2cc1C	0	0
Cc1nn(-c2ccc(F)cc2)c2nc(N3CCCN(C(=O)C4CCCCC4)CC3)sc12	30	14
O=C(NC(Nc1ccc(Cl)cc1)C(=O)c1ccccc1)c1ccco1 (configuration not stated)	27	4
CCOc1ccccc1NC(=O)CN(c1cccc(OC)c1)S(=O)(=O)c1ccc(C)cc1	-3	-5
CSc1sc(C2=NNC(O)(C(F)(F)F)C2)c2c1C(=O)CCC2(C)C (configuration not stated)	/	-7
COc1ccc(C=C2Oc3c(CN4CCN(CCO)CC4)c(O)cc(C)c3C2=O)cc1OC	19	-14
O=C1C(=Cc2ccc(C(F)(F)F)cc2)CSc2sccc21	/	-10&-19
O=C(CC1CSc2nc3c(c(=O)n21)CCCC3)NCCc1c[nH]c2ccccc12 (configuration not stated)	9	-6
Cc1c(Cl)cccc1NC(=O)C(=O)NCCc1c[nH]c2ccccc12	29	1
CCCn1cnnc1C1CCCN(C(=O)CCc2c(C)noc2C)C1 (configuration not stated)	-3	-6
O=C(NCc1ccco1)N1CCc2c(nc(-c3ccc(F)cc3)[nH]c2=O)C1	9	-4
CCOc1ccc(CC(=O)N2CCCC2c2cccc(C)c2)cc1 (configuration not stated)	24	0
Cc1ccc2c(CC(=O)O)coc2c1	4	-2
Cn1c2c(c(=O)n(C)c1=O)C(c1ccccc1)C(C#N)=C(N)O2 (configuration not stated)	/	4
COc1cc(OC)cc(-n2nc(C(=O)Nc3c(F)cccc3F)c3ccccc3c2=O)c1	-6	8

Filtered by structure: the compounds so far containing a furan ring, fused or not
SMILES	mHTT CaM bind	Pf apPOL block
Cc1ccc(C2=NN(S(=O)(=O)c3ccccc3)C(c3ccco3)C2)cc1 (configuration not stated)	3	-10
COc1cccc(C(=O)Nc2ccc(NC(=O)c3ccco3)cc2)c1	-1	-6
CCN(CC)S(=O)(=O)c1ccc2oc(C(=O)NC(C)C)c(C)c2c1	0	4
Cc1oc(C(=O)O)cc1COc1cccc2cccnc12	74*	0
Cn1nc2c(c1NC(=O)c1cc3ccccc3o1)CCC2	-7	2
O=C(NC(Nc1ccc(Cl)cc1)C(=O)c1ccccc1)c1ccco1 (configuration not stated)	27	4
O=C(NCc1ccco1)N1CCc2c(nc(-c3ccc(F)cc3)[nH]c2=O)C1	9	-4
Cc1ccc2c(CC(=O)O)coc2c1	4	-2

Other compounds:
SMILES	mHTT CaM bind	Pf apPOL block
CC(C)(C)C(=O)NCC12CC3CC(CC(C3)C1)C2	1	1
CC(=O)Nc1ccc(C(=O)Nc2ccccc2Cl)cc1	-6	-1
O=C(CCc1ccnc(N2CCOCC2)c1)N1CCc2ccccc2C1	-1	-3
COc1ccc(CNC(=O)c2ccc3ncnc(N4CCCC4)c3c2)cc1	46	9
CC(=O)N1CCc2cc(NC(=S)NCc3cccs3)ccc21	/	-2
CCOC(=O)C[C@H]1c2ccc(C(F)(F)F)cc2S(=O)(=O)N1C(C)C	-7	-4
COc1ccc(C(=O)NCc2ccccc2C)cc1	2	-4
O=C(Nc1ccc2c(c1)OCCO2)N1CCC(n2c(-c3ccco3)nc3cccnc32)C1 (configuration not stated)	35	-1
COc1ccc(S(=O)(=O)N2CCC(c3noc(-c4ccc(C)cc4)n3)CC2)cc1OC	-2	-5
COc1ccc(C2C=C(c3ccc(Br)s3)Nc3ncnn32)cc1OC (configuration not stated)	57*	-6
COc1ccc(NS(=O)(=O)c2ccc(NC(=O)c3ccccc3[N+](=O)[O-])cc2)cc1	16	0
